# Screens from PubChem.
# ELG1 DNA repair – blocks ELG1-dependent DNA repair in HEK293T cells; AID 504467; Potency, µM (doses to about 46.1 µM), for inactives: at the highest dose activity change, negative = inhibition, usual class: inhibitors; 330,000 tested, 2.3% active; HEK293T ELG1-luciferase reporter, luminescence, 16 h; DNA damage induced by 5-fluorouridine; note: potency is the fitted concentration of half-maximal effect; % is set by controls: 0 for no effect and ±100 for the full control effect; nearly all actives have a fitted effect of over 55% in size
#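 Luminescence from the luciferase reporter, measured 30 min after ONE-Glo reagent at room temperature, was the read-out. Beforehand, 2,000 cells per well were exposed for 16 hr at 37 °C to 5-fluorouridine together with compound or vehicle.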
# MBNL1 CUG block – MBNL1-poly(CUG) RNA binding inhibition. Q9NR56. TR-FRET MBNL1-His/biotin-(CUG)12 binding, 665/545 ratio. Potency, µM (titrated, usually from 57.5 µM), inactives show top-dose activity change, negative = inhibition, hits mostly inhibitors. 280,000 tested, 0.036% active; active = well fitted inhibition curve with a large enough effect in the signal ratio, with a control signal flat, not every such curve was filed as active; inconclusive = small, poorly fitted or top-dose-only effect, or effect the other way, or a change in a side signal; inactive = no such curve, though single readings can be large or run the other way; the % refers to the signal ratio; note: potency is the fitted concentration of half-maximal effect; % is set by controls: 0 for no effect and ±100 for the full control effect
#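 Compounds (final 92 nM to 58 uM) are added to His-tagged MBNL1 and biotin-(CUG)12, then terbium anti-His antibody and streptavidin-XL665 (5 nM final). After 60 min at room temperature, the 665/545 nm ratio is read.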
# Gal4-VP16 FLuc – inhibits Gal4-VP16 luciferase reporter, ROR gamma counter-screen. Drosophila S2 Gal4-VP16 UAS-luciferase, luminescence, 20 h. Potency, µM (titrated, usually from 53.6 µM), without a hit: top-dose activity, negative = inhibition, usual class: inhibitors. 310,000 tested, 3.5% active;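 note: Gal4-VP16 expression switched on by copper sulfate through the metallothionein promoter; potency is the fitted concentration of half-maximal effect; % is set by controls: 0 for no effect and ±100 for the full control effect; nearly all actives have a fitted effect of over 50% in size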
# Menin MLL FP TR – menin-MLL binding inhibition, Texas Red mutant peptide. O00255. Menin + Texas Red MLL mutant peptide, fluorescence polarization. Potency, µM (highest dose often 61.6 µM), for the others: at the highest dose FP activity change, negative = inhibition, usual class: inhibitors. 270,000 tested, 0.23% active. AID 1768; active = well fitted inhibition curve with a large enough effect in the polarisation, with a control signal flat, not every such curve was filed as active; inconclusive = small, poorly fitted or top-dose-only effect, or effect the other way, or a change in a side signal; inactive = no such curve, though single readings can be large or run the other way; the % refers to the polarisation; note: potency is the fitted concentration of half-maximal effect; % of control where 0% means no effect; many of its hits are not listed in these tables
# KCNH2 3.1 inh – KCNH2 3.1 (human) potassium channel inhibition; U2OS KCNH2 3.1, thallium flux FluxOr; stronger effect = lower value; activity change, % (tested at about 1.8 µM); 340,000 tested, 0.95% active; AID 720553;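 active = maximum activity change below -70%; inconclusive = maximum activity change from -70% to -50%; inactive = maximum activity change above -50%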;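 note: thallium influx rate constant from kinetic fluorescence after stimulation buffer; % is set by controls: 0 for no effect and ±100 for the full control effect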
#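 U2OS cells transduced with KCNH2 3.1 mutant virus (1.77 x 10^8 /mL, 4 h), plated overnight at 37 C, loaded 45 min with FluxOr dye plus Red40 quencher. Thallium flux rate constant from kinetic reads after stimulation buffer, normalised to controls.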
# NPC1 prom act – activators of NPC1 promoter | Potency, µM (doses to about 9.22 µM), for inactives: at the top dose activation, actives largely listed as activators | 320,000 tested, 2.4% active | AID 485313 | Huh7 NPC1 promoter luciferase reporter, 24 h;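 note: potency is the fitted concentration of half-maximal effect; % of control where 0% means no effect; nearly all actives have a fitted effect of over 60% in size; reporter is driven by a mutant NPC1 promoter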
#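 Luminescence read-out of NPC1 promoter-driven luciferase in stably transfected Huh7 cells; compounds delivered in DMSO and left 24 h at 37C, 5% CO2, qHTS titration format.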
# PKM2 activator – increases activity of human pyruvate kinase M2. P14618. purified PKM2, Kinase-Glo ATP luminescence, activation; response scale: 0% is enzyme alone, no compound. Potency, µM (series often up to 57.5 µM), inactives show top-dose activation, most hits filed as activators. 260,000 tested, 0.34% active; note: potency is the fitted concentration of half-maximal effect; % is set by controls: 0 for no effect and ±100 for the full control effect; nearly all actives have a fitted effect of over 55% in size
#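 Kinase-Glo luminescence reports ATP generated from ADP (0.1 mM) and PEP (0.5 mM) by purified hPK-M2 after 1 h at room temperature, pH 7.2 imidazole buffer; intermediate enzyme activity allows detecting inhibitors and activators.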
# Rab9 prom act – activators of Rab9 promoter | Huh7 Rab9 promoter-luciferase reporter, luminescence, 24 h | Potency, µM (series often up to 9.22 µM), for the others: top-dose activation, negative = inhibition, usual class: activators | 320,000 tested, 2.8% active | AID 485297; note: potency is the fitted concentration of half-maximal effect; % of control where 0% means no effect; nearly all actives have a fitted effect of over 60% in size
#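 Promoter activation is measured as luciferase luminescence in Huh7 cells stably transfected with a Rab9 promoter–luciferase construct, following 24 h compound exposure at 37 °C and 10 min reagent incubation at ambient temperature.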
# RORg inh – inhibitors of mouse ROR gamma transcriptional activity. Drosophila S2 Gal4-RORgamma UAS-luciferase reporter, 20 h. Potency, µM (titrated, usually from 53.6 µM), for inactives: top-dose activity change, negative = inhibition, usual class: inhibitors. P51450. 310,000 tested, 5.4% active; note: potency is the fitted concentration of half-maximal effect; % is set by controls: 0 for no effect and ±100 for the full control effect; nearly all actives have a fitted effect of over 60% in size
# Target sequence (P51450 whole entry, looked up, the tested form may be a part): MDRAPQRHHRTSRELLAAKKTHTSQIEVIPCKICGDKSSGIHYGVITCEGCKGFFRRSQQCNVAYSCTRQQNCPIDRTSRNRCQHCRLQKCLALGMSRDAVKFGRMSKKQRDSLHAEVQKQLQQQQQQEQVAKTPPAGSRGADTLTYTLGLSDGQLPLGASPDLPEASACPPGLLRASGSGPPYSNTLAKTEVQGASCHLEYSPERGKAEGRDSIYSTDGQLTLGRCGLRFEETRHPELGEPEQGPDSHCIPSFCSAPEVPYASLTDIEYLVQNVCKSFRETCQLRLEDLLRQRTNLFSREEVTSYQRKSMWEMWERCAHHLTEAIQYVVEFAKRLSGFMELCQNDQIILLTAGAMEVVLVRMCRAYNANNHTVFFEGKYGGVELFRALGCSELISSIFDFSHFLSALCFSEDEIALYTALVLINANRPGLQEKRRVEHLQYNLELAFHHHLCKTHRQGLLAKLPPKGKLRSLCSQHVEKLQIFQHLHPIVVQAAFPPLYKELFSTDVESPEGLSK
#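 Read-out: Photinus luciferase luminescence; inhibitors lower reporter signal. Insect Schneider cells with Gal4-ROR gamma fusion under metallothionein promoter, UAS reporter; 700 uM final copper sulfate induction, 20 hr, ambient temperature.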
# Mito fusion act – inhibitors of mitochondrial division or activators of mitochondrial fusion. S. cerevisiae fusion-defective mutant growth rescue, CellTiterGlo 48 h. Potency, µM (highest dose often 46.1 µM), without a hit: at the highest dose growth rescue (activation), most hits filed as activators. 320,000 tested, 0.23% active. AID 485298;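 note: potency is the fitted concentration of half-maximal effect; % of control where 0% means no effect; nearly all actives have a fitted effect of over 45% in size; temperature-sensitive fusion mutants such as fzo1-1 at 37 °C on non-fermentable ethanol glycerol medium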
#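 Temperature-sensitive fusion-defective S. cerevisiae (e.g. fzo1-1, mgm1-5) were grown with compound in YPEG medium (3% ethanol, 3% glycerol) for 48 hours at 37C. Growth rescue was measured as viability by CellTiterGlo luminescence after 10 minutes at ambient.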
# FLuc counter – firefly luciferase modulation, counter-screen for miR-21 project | Potency, µM (series often up to 57.5 µM), without a hit: top-dose activity change, negative = inhibition, hits mostly inhibitors | 360,000 tested, 6.9% active | purified FLuc, Km substrates, luminescence inhibition;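 note: potency is the fitted concentration of half-maximal effect; plate controls were vehicle for no effect and reference inhibitor for full effect; nearly all actives have a fitted effect of over 55% in size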
# Target sequence (P08659 whole entry, looked up): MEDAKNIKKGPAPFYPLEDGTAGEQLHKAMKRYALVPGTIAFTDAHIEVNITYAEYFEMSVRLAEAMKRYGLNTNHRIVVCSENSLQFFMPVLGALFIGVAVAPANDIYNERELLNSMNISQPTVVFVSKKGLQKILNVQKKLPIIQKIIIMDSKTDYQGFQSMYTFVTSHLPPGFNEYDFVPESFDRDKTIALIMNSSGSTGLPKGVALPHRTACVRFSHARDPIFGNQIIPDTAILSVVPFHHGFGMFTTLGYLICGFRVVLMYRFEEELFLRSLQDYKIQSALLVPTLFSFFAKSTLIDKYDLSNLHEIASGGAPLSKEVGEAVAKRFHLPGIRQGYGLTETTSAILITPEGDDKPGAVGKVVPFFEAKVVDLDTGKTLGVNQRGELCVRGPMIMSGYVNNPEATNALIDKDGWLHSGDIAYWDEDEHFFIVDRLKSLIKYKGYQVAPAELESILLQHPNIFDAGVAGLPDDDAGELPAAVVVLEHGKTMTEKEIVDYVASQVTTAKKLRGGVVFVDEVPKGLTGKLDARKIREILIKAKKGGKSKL
#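 Purified P. pyralis luciferase (10nM final) with 10uM D-luciferin and 10uM ATP (Km levels) in 50mM Tris acetate pH 7.5, 10mM Mg acetate, 0.01% Tween-20, 0.05% BSA; qHTS 6-point titration, ~60 µM downward; luminescence read.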
# Numbers without * were called inactive; u = inconclusive; x = not tested or not shown; & = joins results of further samples; [ ] = another dose, or the depositor's remark. Unless noted, calls come from the whole dose curve; as a rule, active = well fitted curve in the direction sought with a large enough effect; inconclusive = small, poorly fitted or top-dose-only effect, or another doubt; inactive = no such curve, though single readings can be large; an effect the other way counts as inactive or inconclusive. These rows are one share of the data. The share of hits here may be higher or lower than overall.
SMILES,ELG1 DNA repair,MBNL1 CUG block,Gal4-VP16 FLuc,Menin MLL FP TR,KCNH2 3.1 inh,NPC1 prom act,PKM2 activator,Rab9 prom act,RORg inh,Mito fusion act,FLuc counter
CCOC(=O)N1CCC(N2CCCC(CO)(Cc3cccc(OC)c3)C2)CC1 (stereo not given),-3%,0%,20%,5%,0,0%,-7%,0%,34%,8%,0%
COc1ccc(CCN(C)CCC(=O)Nc2c(C)cc(C)cc2C)cc1OC,-5%,-6%,-3%,9%,-21,-1%,-3%,-9%,9%,-1%,1%
COc1cc(-c2cc(-c3ccc(F)cc3)nc(N)c2C#N)ccc1O,u,-25%,-3%,-18%,-17,-7%,-9%,-19%,26%,u,5%
COc1cc(C(=O)Nc2ccc3ccccc3c2)cc(OC)c1OC,27%,4%,-1%,22%,-2,-21%,0%,0%,37%,0%,19µM*
C=CCNC(=O)c1ccc(Cn2c(=S)[nH]c3cc4c(cc3c2=O)OCO4)cc1,u,13%,0%,18%,8,2%,4%,0%,-29%,1%,-1%
O=C(NCc1ccccc1)C(c1ccco1)N(C(=O)c1csnn1)C1CC1 (stereo not given),-1%,-2%,u,-12%,19,-4%,-6%,-8%,26%,1%,-1%
CC1CCCN(C(=O)C2CC(=O)N(c3ccc(Cl)cc3)C2)C1 (stereo not given),-1%,1%,-21%,-21%,2,-3%,0%,4%,-15%,4%,-3%
Cc1ccc2[nH]c3c(=O)n(CCC4=CCCCC4)cnc3c2c1,17%,-2%,-9%,-7%,-10,24%,3%,17%,20%,-1%,-1%
COc1ccc(CCNC(=O)c2cc(-c3ccco3)on2)cc1OC,-6%,7%,-3%[10 µM],-10%,14,-1%,-1%,20%,8%,-2%,-10%
Cc1ccc(C)c(NC(=O)C(OC(=O)c2cnc(C)cn2)c2ccccc2)c1 (stereo not given),-1%,x,x,x,2,0%,x,2%,x,3%,3%
Cc1ccc(C(=O)NNC(=O)C(NC(=O)c2cccc(C)c2)C(C)C)cc1 (stereo not given),u,x,x,x,11,-3%,x,8%,x,0%,u
COc1ccc(C(=O)Nc2c3c(nn2-c2cccc(Cl)c2)CS(=O)C3)cc1 (stereo not given),-1%,-2%,7%,2%,9,-4%,-1%,-3%,13%,-2%,10%
COc1ccc(CN2CCNC(=O)C2CC(=O)NCCC2=CCCCC2)c(F)c1 (stereo not given),0%,-2%,-2%,x,2,-3%,5%,1%,-9%,0%,1%
COc1ccccc1NC(=O)CCSc1nc(C)cs1,18%,-1%,x,-4%,19,1%,-10%,-1%,x,0%,-1%
Oc1ccc(/C=N/NC(=S)Nc2cccnc2)c(O)c1O,15µM*,3%,-11%,x,-16,-3%,12%,-3%,-35%,-3%,19µM*
Nc1cc2c(cc1C(=O)c1cccc(Br)c1)OCCO2,-10%,12%,4%,u,16,-13%,-1%,-4%,-12%,23%,1%
CCOC(=O)C1=C(COC(=O)/C=C/c2cccc(Br)c2)NC(=O)NC1C (stereo not given),3%,x,x,x,12,-1%,x,2%,x,5%,-14%
Cc1nc(-c2ccccn2)sc1C(=O)Nc1ccc(F)cc1,-1%,u,2%,1%,-2,20%,-4%,15%,20%,5%,-20%
CC(=O)c1ccc(NC(=O)COC(=O)C2CCN(S(=O)(=O)c3cccs3)CC2)cc1,21%,x,x,x,11,-1%,x,-2%,x,8%,1%
CCOC(=O)c1cc(-c2ccco2)nc2c1c(C)nn2CCC#N,u,u,u,-1%,-22,5%,u,-2%,u,5%,0%
CN1C(=O)/C(=C/C=C2\SCCN2C)OC1=S,u,15%,5%,12%,6,4µM*,4%,u,14%,-2%,u
O=C(Nc1cccnc1)c1sc2cccc(F)c2c1Cl,u,35%[activator],0%,1%,-5,u,15%,u,0%,1%,8.5µM*
Cc1cc(C)c2nc(-c3ccccn3)cc(C(=O)NCc3ccc(S(N)(=O)=O)cc3)c2c1,-5%,4%,u,-13%,13,3%,1%,1%,u,5%,6%
Cc1cc2ncn(/N=C/c3cccnc3)c2cc1C,-17%,9%,-29%,-6%,1,-3%,10%,-9%,15%,-3%,u
Cc1ccc(NCN2C(=O)C3CC=CCC3C2=O)cc1 (stereo not given),11%,0%,-10%,5%,-1,-1%,-1%,-2%,-20%,1%,4%
CC(Cc1cccnc1)NC(=O)CCc1nnc(-c2ccccc2)o1 (stereo not given),8%,-6%,4%,-1%,-9,1%,-5%,-1%,10%,-3%,-8%
C=C(C)c1cccc(C(C)(C)NC(=O)Nc2ccc(C)cn2)c1,9%,-5%,-16%,u,-31,0%,2%,-1%,236%,u,u
CCOC(=O)C1(CCOc2ccccc2)CCN(Cc2nccn2CC)CC1,u,6%,u,u,1,3%,-3%,-2%,5µM*,-4%,0%
COCC(=O)Nc1ccc([N+](=O)[O-])cc1C,0%,u,2%,5%,-7,1%,-4%,2%,-9%,-7%,0%
O=c1[nH]c2ccccc2n2c(=S)[nH]nc12,-4%,109%[activator],4%,x,6,-1%,-10%,-5%,-24%,7%,-6%
CC(C)OC(=O)CCCNc1ccc([N+](=O)[O-])cc1[N+](=O)[O-],1%,u,-3%,-21%,5,2%,0%,-1%,2%,0%,1%
CCOc1ccc(N2CC(C(=O)Nc3ccc(S(=O)(=O)N4CCOCC4)cc3)CC2=O)cc1 (stereo not given),-12%,2%,6%,9%,8,-5%,-3%,-8%,21%,-3%,2%
O=C(COC(=O)C1CCN(S(=O)(=O)c2cccc3cccnc23)CC1)c1ccccc1,-2%,-6%,7%,4%,12,0%,19%,-6%,1%,-2%,-19%
CCOc1ccc(-c2nc(CSCC(=O)NCC3CCCO3)c(C)o2)cc1 (stereo not given),23%,-8%,-13%,2%,-16,0%,x,3%,u,10%,17µM*
C1=CC2CC1CC2CN1CCN(c2ccccc2)CC1 (stereo not given),u,-1%,-2%,-13%,15,-4%,1%,-1%,43%,2%,-2%
CCOC(=O)C1CCN(c2cc3c(cc2NC(=O)c2ccccc2Cl)n(C)c(=O)n3C)CC1,u,-1%,-11%,x,5,-1%,x,6%,-6%,2%,-2%&-11%
CSc1ccccc1OCc1cc(C(=O)NC2CCOC(C)(C)C2)no1 (stereo not given),1%,6%,20%,1%,4,-4%,-3%,-3%,1%,2%,2%
COc1ccc(NC(=O)C2CCCO2)cc1OC (stereo not given),u,-4%,-1%,-4%,0,-1%,-6%,-6%,-22%,0%,1%
COc1ccc(NC(=O)CN(C)C(=O)c2cn(-c3ccccc3)nc2-c2cccnc2)cc1,u,x,x,x,3,0%,x,2%,x,5%,-15%
CCCCN(C(=O)c1ccccc1OCc1ccc(F)cc1)c1c(N)n(CCC)c(=O)[nH]c1=O,12%,1%,u,x,u,5%,-6%,-1%,2%,4%,1%
CNC(=S)Nc1cccc(S(=O)(=O)NC2=NCCC2)c1,10%,-8%,-8%,-11%,11,-1%,-2%,-1%,-5%,-1%,1%
O=C(c1cccc(C(=O)N2CCN(c3ccccc3)CC2)c1)N1CCN(c2ccccc2)CC1,u,13%,-2%,-11%,7,2%,4%,-1%,15%,-5%,4%
CCOc1ccc(C(=O)NCC(=O)OCC(=O)N2CCCCC2)cc1,u,5%,-1%,8%,-8,3%,5%,0%,-18%,0%,-1%
COc1ccc(NS(=O)(=O)c2ccc(-c3coc(C)n3)cc2)cc1OC,0.41µM*,-9%,1.4µM*,x,-2,-31%[inhibitor],x,-46%[inhibitor],u,-27%,-5%
O=C(COc1ccccc1[N+](=O)[O-])NCCC1=CCCCC1,0%,x,-2%,-5%,-2,1%,-1%,-3%,24%,3%,-6%
COc1ccccc1-c1oc2ccccc2c1C#CCCCCO,u,x,x,x,13,-2%,x,-1%,x,u,-2%
O=C(Nc1ccc(Cn2cccn2)cc1)c1ccc(COc2ccc(Br)cc2)cc1,2%,-1%,15%,-4%,14,-1%,-5%,1%,23%,-2%,7%
COc1cccc(C2/C(=C(\O)c3ccc4c(c3)OCO4)C(=O)C(=O)N2CCN(C)C)c1OC (stereo not given),25%,u,-17%,-10%,10,-3%,-8%,-7%,-5%,9%,-1%
